EPAC2 agonist – agonists of human EPAC2 (RAPGEF4); Q8WZA2; EPAC2 activation, biochemical qHTS; response scale: 100% = 6.5 mM cAMP response; Potency, µM (top dose mostly 154 µM), for inactives: top-dose activation, most hits filed as activators; actives 0.079% (n = 360,000); AID 720711; also: potency is read from the fitted curve at half-maximal effect; nearly all actives have a fitted effect of over 50% in size
Target sequence (Q8WZA2 whole entry, looked up): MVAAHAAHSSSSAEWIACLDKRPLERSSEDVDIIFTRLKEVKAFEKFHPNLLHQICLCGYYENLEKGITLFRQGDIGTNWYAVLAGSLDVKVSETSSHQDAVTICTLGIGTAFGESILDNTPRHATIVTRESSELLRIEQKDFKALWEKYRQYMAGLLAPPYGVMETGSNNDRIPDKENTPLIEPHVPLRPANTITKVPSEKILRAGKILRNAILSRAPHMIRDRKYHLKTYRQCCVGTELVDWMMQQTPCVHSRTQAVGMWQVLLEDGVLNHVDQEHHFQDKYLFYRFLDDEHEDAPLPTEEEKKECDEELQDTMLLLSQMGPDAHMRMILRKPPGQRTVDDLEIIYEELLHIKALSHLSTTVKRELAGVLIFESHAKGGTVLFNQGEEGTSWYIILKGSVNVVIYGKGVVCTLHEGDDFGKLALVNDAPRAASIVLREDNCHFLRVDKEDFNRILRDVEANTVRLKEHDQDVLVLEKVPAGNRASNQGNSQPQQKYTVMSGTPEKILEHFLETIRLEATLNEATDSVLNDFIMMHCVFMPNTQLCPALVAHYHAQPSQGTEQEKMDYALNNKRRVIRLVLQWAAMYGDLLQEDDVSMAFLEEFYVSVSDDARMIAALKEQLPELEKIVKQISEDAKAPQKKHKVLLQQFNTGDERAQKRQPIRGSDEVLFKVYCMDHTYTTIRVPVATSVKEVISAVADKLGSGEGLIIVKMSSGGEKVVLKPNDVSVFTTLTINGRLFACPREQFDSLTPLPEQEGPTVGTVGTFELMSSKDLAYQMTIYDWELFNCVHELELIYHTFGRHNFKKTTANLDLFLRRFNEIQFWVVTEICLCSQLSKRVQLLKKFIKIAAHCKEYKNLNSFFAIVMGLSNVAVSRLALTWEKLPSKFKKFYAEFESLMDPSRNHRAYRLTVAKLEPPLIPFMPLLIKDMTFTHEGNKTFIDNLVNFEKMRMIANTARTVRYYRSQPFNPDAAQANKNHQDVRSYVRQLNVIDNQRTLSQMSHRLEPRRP
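Each well held 100 nM EPAC2, 250 nM RAP1B-BODIPY-GDP and 50 uM GDP. Fluorescence, read at 5-min intervals to 30 min, was referenced to a 6.5 mM cAMP positive control.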
PI5P4Ka inh – inhibitors of human PI5P4K alpha; max response, %; PI5P4Kalpha enzyme, ADP-Glo luminescence, 60 min; hits give low values; actives 1.2% (n = 330,000); P48426; active = max response of -50% or lower; inconclusive = between -30% and -50%; inactive = -30% or higher; also: value at the top dose of about 77 µM; % is scaled to controls: 0 for no effect and ±100 for the full control effect
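PI5P4Kalpha ADP-Glo assay; 5 microM ATP final; 60 min RT reaction; HEPES pH 7.4/EGTA/CHAPS, 5% DMSO; controls lacking substrate or enzyme; luminescent end-point.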
EPAC1 ag – activates human EPAC1 exchange factor; Potency, µM (series often up to 154 µM), for the others: at the top dose activation, actives largely listed as activators; actives 0.073% (n = 360,000); EPAC1 agonist qHTS, biochemical assay; response scale: 100% = response to 6.5 mM cAMP; also: potency is read from the fitted curve at half-maximal effect; nearly all actives have a fitted effect of over 60% in size
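Normalized to 6.5 mM cAMP, activity reflects EPAC1-catalysed release of BODIPY-GDP from Rap1B, followed kinetically over 30 min at 480 nm excitation, 540 nm emission. Reaction contained 100 nM EPAC1, 250 nM Rap1B-BODIPY-GDP, 50 uM GDP.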
IL-2 act – activators of IL-2; actives 0.065% (n = 360,000); activation, % (series mostly up to about 46 µM); IL-2 activation reporter assay, cell-based qHTS; stimulated with anti-CD3/CD4/CD28 beads; in transgenic mouse T cells; in the data active = activation above about 50%; inconclusive = mostly about 30% to 49%; also: 0% is about no effect
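First, unstimulated transgenic mouse T cells were exposed to compound for 60 min. Next, anti-CD3/anti-CD4-coated beads with anti-CD28 were added. Finally, after 18 h at 37 degrees C, EGFP and DsRed were imaged.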
WRN inhibitor – blocks human WRN helicase | WRN helicase unwinding, fluorescent forked duplex, kinetic | actives 0.46% (n = 360,000) | Potency, µM (top dose mostly 114 µM), for inactives: at the top dose activity change, negative = inhibition, hits mostly inhibitors; also: potency is read from the fitted curve at half-maximal effect; % is scaled to controls: 0 for no effect and ±100 for the full control effect; nearly all actives have a fitted effect of over 55% in size
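WRN at 20 nM final was preincubated with compound for 15 min at room temperature; reaction started with 100 nM forked duplex oligonucleotide carrying fluorophore and quencher plus 2 mM ATP (final). Unwinding followed kinetically by red fluorescence (ex 525/em 598 nm).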
CCT chaperon mod – changes cytosolic chaperonin activity | purified chaperonin ATPase assay, HTRF ADP detection, 30 min | activity change, % (test concentration not listed), hits read low | actives 0.3% (n = 360,000) | AID 651819; in the data active = activity change below about -30%; also: % is scaled to controls: 0 for no effect and ±100 for the full control effect
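TRiC (40 or 20 nM final, by batch activity) in 30 mM Tris pH 7.4, 100 mM KCl, 5 mM MgCl2, 1 mM DTT was treated with compound at 76 uM single dose, then 10 uM ATP, 30 min at 37 °C. ADP was read by HTRF Transcreener.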
PLK1 PBD block – PLK1 (human) polo-box domain binding inhibition. Plk1 PBD binding of FITC phosphopeptide, fluorescence polarization. Potency, µM, inactives show max response, negative = inhibition, hits mostly inhibitors. actives 2.8% (n = 360,000). AID 720504; also: potency is read from the fitted curve at half-maximal effect; series mostly up to about 57 µM; % is scaled to controls: 0 for no effect and ±100 for the full control effect; nearly all actives have a fitted effect of over 65% in size
EPAC1 antag – antagonists of human EPAC1. EPAC1 GEF assay, Rap1b-BODIPY-GDP exchange fluorescence. O95398. actives 0.14% (n = 360,000). Potency, µM (titrated, usually from 115 µM), for the others: at the highest dose activity change, negative = inhibition, actives largely listed as inhibitors;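 also: potency is read from the fitted curve at half-maximal effect; plate controls were vehicle for no effect and positive control for full effect; nearly all actives have a fitted effect of over 50% in size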
The depositor's hits bear a star; ? = inconclusive; / = no result given; [ ] = remark or other dose. Unless noted, calls follow the shape of the dose curve; as a rule, active = well fitted curve in the direction sought with a large enough effect; inconclusive = small, poorly fitted or top-dose-only effect, or another doubt; inactive = no such curve, though single readings can be large; an effect the other way counts as inactive or inconclusive. The list is partial (hit frequency here may not be typical).

Labels used below – A = EPAC2 agonist; B = PI5P4Ka inh; C = EPAC1 ag; D = IL-2 act; E = WRN inhibitor; F = CCT chaperon mod; G = PLK1 PBD block; H = EPAC1 antag
> CC1CN(C(=O)c2cccc(S(=O)(=O)N3CCOCC3)c2)CC(C)O1 (stereo unspecified)
  A = 6.9% | B = / | C = 14.8% | D = 0.5 | E = -10.3% | F = 1.2 | G = 0.3% | H = -9.5%

> O=C(CSc1ncccc1-c1nc2ccccc2[nH]1)Nc1ccc2c(c1)OCCO2
  A = 5.1% | B = 3.0 | C = 5.2% | D = -1.5 | E = -7.6% | F = -1.7 | G = -5.8% | H = -27.1%

> COCCNC(=O)Cn1c(=O)n(CCC(=O)NCCc2ccccc2)c(=O)c2ccccc21
  A = -4.8% | B = -2.5 | C = -5.5% | D = 0.9 | E = 4.5% | F = -1.4 | G = 2.6% | H = 8.3%

> C#CCOCCOCCOCCNc1nc(N2CCN(C(=O)[C@H](C)n3cc(CCC(=O)O)nn3)CC2)nc(N2CCN(C(=O)[C@H](Cc3ccc(O)cc3)n3cc(CCO)nn3)CC2)n1
  A = 0.3% | B = -10.7 | C = 6.6% | D = -0.4 | E = -9.7% | F = 0.6 | G = 5.4% | H = -6.8%

> COc1cccc(N(CC(=O)NCC2CCCO2)C(=O)CCC(=O)Nc2nccs2)c1 (stereo unspecified)
  A = 3.5% | B = 1.2 | C = 7.5% | D = 0.2 | E = -4.7% | F = -1.6 | G = -9.7% | H = 0.7%

> CNC(=O)CSCCn1c(SCC(=O)NC)nc2ccccc2c1=O
  A = -0.6% | B = -4.9 | C = 6.6% | D = -2.1 | E = -0.6% | F = -1.0 | G = -16.1% | H = 10.5%

> CC(=O)c1ccc(N(C(=O)CNC(=O)c2ccco2)C(C(=O)NC2CCCC2)c2ccco2)cc1 (stereo unspecified)
  A = 14.7% | B = -4.5 | C = 9.6% | D = -1.8 | E = 5.9% | F = -0.6 | G = -21.0% | H = -8.7%

> COc1cc(/C=N/O)cc(Cl)c1OC
  A = -9.0% | B = -5.3 | C = 8.0% | D = -0.7 | E = -9.7% | F = 2.6 | G = ? | H = -15.0%

> COC(=O)c1ccc(-c2sc3nc(N4CCOCC4)c4c(c3c2N)CC(C)(C)OC4)o1
  A = 3.9% | B = 0.2 | C = 1.9% | D = 4.1 | E = 0.8% | F = -2.7 | G = 3.0% | H = -13.8%

> COc1ccc(C(=O)NC2CCN(C(=O)NC3CCCCC3)CC2)cc1
  A = -9.6% | B = -2.1 | C = -2.2% | D = 2.9 | E = 6.6% | F = -1.8 | G = 1.9% | H = 6.6%

> C=CCOc1ccc(/C=C/C(=O)OCC(=O)NCC2CCCO2)cc1 (stereo unspecified)
  A = 0.8% | B = 4.6 | C = 2.9% | D = 1.1 | E = 16.9% | F = -1.7 | G = -6.1% | H = 11.8%

> O=C(OCc1cc2ccccc2[nH]c1=O)C1CCCCC1
  A = 2.2% | B = 6.8 | C = -4.3% | D = 0.2 | E = -7.7% | F = -1.2 | G = -0.9% | H = 2.1%

> N#Cc1nc(COc2ccccc2Cl)oc1N1CCCCCC1
  A = 9.1% | B = 0.8 | C = -6.6% | D = -4.3 | E = -1.5% | F = -1.6 | G = -3.9% | H = -25.2%

> Cc1cccn2c(=O)cc(COC(=O)C(C)Oc3ccccc3)nc12 (stereo unspecified)
  A = -9.6% | B = 1.6 | C = -6.0% | D = -0.2 | E = -35.6% | F = -0.7 | G = -3.7% | H = -23.3%

> CCn1cc(C(=O)NCCC(C)C)c(=O)c2cc(F)c(N3CCN(C)CC3)cc21
  A = -1.6% | B = 6.8 | C = -2.8% | D = 0.0 | E = 0.8% | F = -0.1 | G = -16.8% | H = -27.5%

Exported as labelled records: 3 of the compounds above.
CNC(=O)CSCCn1c(SCC(=O)NC)nc2ccccc2c1=O
- EPAC2 agonist: -0.6%
- PI5P4Ka inh: -4.9
- EPAC1 ag: 6.6%
- IL-2 act: -2.1
- WRN inhibitor: -0.6%
- CCT chaperon mod: -1.0
- PLK1 PBD block: -16.1%
- EPAC1 antag: 10.5%

CC(=O)c1ccc(N(C(=O)CNC(=O)c2ccco2)C(C(=O)NC2CCCC2)c2ccco2)cc1 (stereo unspecified)
- EPAC2 agonist: 14.7%
- PI5P4Ka inh: -4.5
- EPAC1 ag: 9.6%
- IL-2 act: -1.8
- WRN inhibitor: 5.9%
- CCT chaperon mod: -0.6
- PLK1 PBD block: -21.0%
- EPAC1 antag: -8.7%

COc1cc(/C=N/O)cc(Cl)c1OC
- EPAC2 agonist: -9.0%
- PI5P4Ka inh: -5.3
- EPAC1 ag: 8.0%
- IL-2 act: -0.7
- WRN inhibitor: -9.7%
- CCT chaperon mod: 2.6
- PLK1 PBD block: ?
- EPAC1 antag: -15.0%

Other results.
Labels used below – A = EPAC2 agonist; B = PI5P4Ka inh; C = EPAC1 ag; D = IL-2 act; E = WRN inhibitor; F = CCT chaperon mod; G = PLK1 PBD block; H = EPAC1 antag
> CN(C)c1nc(SCC#N)nc(N(C)C)n1
  A = 7.7% | B = 2.8 | C = 5.0% | D = -0.1 | E = 0.8% | F = -0.7 | G = -2.5% | H = -0.1%

> Cc1cc(C)c([N+](=O)[O-])cc1NC(=O)CCS(=O)(=O)c1ccccc1
  A = 0.3% | B = 2.3 | C = -8.1% | D = 0.0 | E = -5.0% | F = 2.2 | G = 0.3% | H = 10.4%

> Cc1ccc(NC(=O)CNC(=O)c2cccs2)cc1S(=O)(=O)Nc1ccc(Cl)cc1
  A = 19.5% | B = 7.6 | C = 4.1% | D = 0.7 | E = -30.5% | F = -1.4 | G = -6.8% | H = ?

> COc1ccc(N2C(=O)CC2(C#N)c2ccc(OCc3ccccc3)cc2)cc1 (stereo unspecified)
  A = 12.1% | B = 1.6 | C = -12.2% | D = -0.6 | E = -2.3% | F = 2.7 | G = -2.5% | H = 2.3%

> CCNc1nc(SC(C)C(=O)OC)nc(N2CCOCC2)n1 (stereo unspecified)
  A = 0.8% | B = -1.6 | C = -2.6% | D = -2.2 | E = -3.0% | F = -1.8 | G = -3.3% | H = 0.1%

> O=C(Cc1ccccc1F)OCC(=O)N1CCc2ccccc21
  A = 9.2% | B = -2.8 | C = -4.0% | D = -1.6 | E = -7.2%[57.1 µM] | F = 1.0 | G = -0.3% | H = -7.4%

> O=C(CCN1C(=O)S/C(=C\c2cccs2)C1=O)Nc1nccs1
  A = 5.8% | B = 0.0 | C = -10.4% | D = 0.3 | E = -4.3% | F = -3.0 | G = -10.1% | H = -14.5%

> Cc1ccc(S(=O)(=O)NCC(=O)OCC(=O)Nc2ccccc2OC(F)F)cc1
  A = -4.8% | B = -4.9 | C = -7.9% | D = 0.1 | E = 6.0% | F = -3.6 | G = 0.5% | H = 8.8%

> CCC(Sc1nc2c(c(=O)[nH]1)CCC2)C(=O)Nc1cccc(OC)c1 (stereo unspecified)
  A = 10.9% | B = / | C = 12.3% | D = 1.2 | E = -13.9% | F = -1.9 | G = -12.8% | H = 0.5%

> Cc1ccc(NC(=O)Cn2cccc2C2=NC(c3ccccc3)CO2)c(C)c1 (stereo unspecified)
  A = -0.4% | B = -0.4 | C = -8.8% | D = -3.9 | E = 2.3% | F = 0.2 | G = -1.4% | H = 10.7%

> COCCNc1c(-c2ccc(OC)c(OC)c2)nc2ccc(Cl)cn12
  A = 6.6% | B = -9.7 | C = 0.5% | D = 1.1 | E = -10.9% | F = -3.9 | G = -2.4% | H = -11.3%

> O=C(Nc1c2c(nn1-c1ccc([N+](=O)[O-])cc1)CS(=O)(=O)C2)c1ccccc1F
  A = 0.7% | B = 2.8 | C = 5.0% | D = 1.2 | E = -0.9% | F = 0.3 | G = -5.1% | H = 14.0%

> O=C(CCN1CCCC1)Nc1ccc(Br)cc1
  A = -0.6% | B = -3.6 | C = -12.3% | D = -1.6 | E = 1.1% | F = 1.3 | G = -7.2% | H = -26.1%

> CCOC(CNC(=O)c1cc(C)nn1-c1ccccc1)OCC
  A = 4.1% | B = / | C = -2.1% | D = -0.5 | E = 2.1% | F = -2.5 | G = -1.4% | H = -6.1%

> OCCC1CN(Cc2cnc(-c3cccc4ccccc34)nc2)CCN1C1CCCCC1 (stereo unspecified)
  A = 12.1% | B = 1.4 | C = 2.0% | D = 0.4 | E = -0.8% | F = -1.1 | G = -16.8% | H = -15.8%

> Cc1ccc(SCC(=O)NCCc2ccc(F)cc2)cc1
  A = 5.5% | B = 2.2 | C = 8.3% | D = -0.3 | E = 1.3% | F = -1.1 | G = -8.9% | H = -23.7%

> CC(C)N(C(=O)Cn1cc(S(=O)(=O)CC(=O)NCCc2ccccc2)c2ccccc21)C(C)C
  A = -1.8% | B = 6.2 | C = -1.1% | D = -1.2 | E = 10.7% | F = 1.9 | G = -8.9% | H = -8.2%

> O=C(NNC(=O)c1ccccc1[N+](=O)[O-])c1csc(N2CCOCC2)n1
  A = -3.5% | B = -2.2 | C = 2.7% | D = -2.0 | E = 3.8% | F = -4.9 | G = -2.1% | H = -2.5%

> C=CCONC(=O)c1cc(OCC(F)(F)F)ccc1OCC(F)(F)F
  A = 5.4% | B = -0.1 | C = -5.4% | D = -1.8 | E = 4.3% | F = -0.1 | G = -2.1% | H = -10.6%

> N#CC1=C(N)Oc2n[nH]c(-c3ccncc3)c2C1c1ccsc1 (stereo unspecified)
  A = 8.0% | B = / | C = 4.4% | D = -3.9 | E = -12.2% | F = -2.2 | G = -18.9% | H = -12.0%

> O=c1cc2c(n[nH]1)-c1ccccc1CC2
  A = 8.8% | B = 2.8 | C = 4.0% | D = 1.3 | E = -0.7% | F = -6.0 | G = 5.4% | H = 4.3%

> Cc1nc(=O)c(-c2ccccc2)c(C)n1CCCCCC(=O)O
  A = -5.2% | B = -8.3 | C = 3.9% | D = -0.1 | E = 8.6% | F = -2.3 | G = -2.8% | H = 0.8%

> CCN(C(=O)CN1CCOCC1)c1c(N)n(Cc2ccccc2)c(=O)[nH]c1=O
  A = 3.0% | B = -2.5 | C = -5.6% | D = -1.4 | E = -4.6% | F = 0.7 | G = -8.4% | H = 4.0%

> Cc1cc(C)cc(N2CC(O)=C(c3nc4ccccc4c(=O)[nH]3)C2=N)c1
  A = -9.8% | B = 7.7 | C = -13.7% | D = -2.8 | E = 50.1µM* | F = -0.4 | G = -0.5% | H = ?
